N370S GC: inhibits or activates N370S mutant glucocerebrosidase; N370S GC spleen homogenate, 4MU-glucoside fluorescence; Potency, µM (titrated, usually from 59.4 µM), inactives show at the highest dose activity change, negative = inhibition, actives largely listed as inhibitors; 330,000 tested, 0.092% active; AID 2101;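 note: 0% = full enzyme activity and -100% = no enzyme basal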
TDP1 block: blocks human tyrosyl-DNA phosphodiesterase 1 | recombinant TDP1, AlphaScreen DNA substrate cleavage | Potency, µM (highest dose often 130 µM), without a hit: top-dose activity change, negative = inhibition, usual class: inhibitors | 350,000 tested, 0.28% active | AID 485290; note: nearly all actives have a fitted effect of over 40% in size
Target sequence (Q9NUW8 whole entry, looked up): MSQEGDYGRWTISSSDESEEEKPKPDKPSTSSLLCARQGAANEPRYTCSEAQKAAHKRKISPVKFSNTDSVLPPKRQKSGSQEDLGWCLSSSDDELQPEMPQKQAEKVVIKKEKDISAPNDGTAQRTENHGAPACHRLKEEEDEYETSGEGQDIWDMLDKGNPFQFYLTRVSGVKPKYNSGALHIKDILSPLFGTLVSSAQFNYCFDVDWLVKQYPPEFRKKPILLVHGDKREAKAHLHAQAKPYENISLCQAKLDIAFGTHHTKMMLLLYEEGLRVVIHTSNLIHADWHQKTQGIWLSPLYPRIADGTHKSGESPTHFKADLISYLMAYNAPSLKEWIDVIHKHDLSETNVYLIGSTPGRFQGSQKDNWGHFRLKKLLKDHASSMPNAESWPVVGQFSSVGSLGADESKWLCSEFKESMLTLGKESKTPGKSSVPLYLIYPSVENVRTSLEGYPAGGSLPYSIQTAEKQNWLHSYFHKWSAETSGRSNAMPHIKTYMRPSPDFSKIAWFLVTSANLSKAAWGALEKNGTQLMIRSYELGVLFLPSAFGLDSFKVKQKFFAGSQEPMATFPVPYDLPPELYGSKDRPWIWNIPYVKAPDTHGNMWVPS
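Enzyme-compound mixtures sat 15 min at room temperature, followed by a 5 min reaction with 15 nM final substrate and 10 min with AlphaScreen beads. Recombinant human Tdp1 was used at 1 nM final.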
FEN1 inh: blocks human flap endonuclease 1 | Recombinant FEN1 flap cleavage, fluorescence, 15 min | Potency, µM (series often up to 114 µM), inactives show top-dose activity change, negative = inhibition, most hits filed as inhibitors | 390,000 tested, 0.35% active | AID 588795; note: nearly all actives have a fitted effect of over 65% in size
Target sequence (P39748 whole entry, looked up): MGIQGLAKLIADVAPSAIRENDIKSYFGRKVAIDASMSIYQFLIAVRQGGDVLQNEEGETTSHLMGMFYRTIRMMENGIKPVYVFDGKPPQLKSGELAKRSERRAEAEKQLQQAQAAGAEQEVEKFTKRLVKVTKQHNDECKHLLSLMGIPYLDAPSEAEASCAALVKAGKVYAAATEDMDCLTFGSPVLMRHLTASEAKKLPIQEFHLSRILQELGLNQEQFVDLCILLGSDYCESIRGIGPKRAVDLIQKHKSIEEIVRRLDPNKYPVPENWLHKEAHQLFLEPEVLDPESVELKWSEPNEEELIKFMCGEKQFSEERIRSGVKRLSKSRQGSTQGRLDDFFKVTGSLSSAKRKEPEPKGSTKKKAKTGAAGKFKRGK
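Concentration–response screening of FEN1 (10 nM): 15 min compound preincubation at room temperature, reaction started with 50 nM substrate and read at 0 and 15 min. Corrected, normalized data were fitted by a four-parameter Hill equation.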
The depositor's hits bear a star; ? = inconclusive; · = no result given; & = joins results of further samples; [ ] = dose if it differs, or a comment. Calls come from the whole dose curve; as a rule, active = well fitted curve in the direction sought with a large enough effect; inconclusive = small, poorly fitted or top-dose-only effect, or another doubt; inactive = no such curve, though single readings can be large; an effect the other way counts as inactive or inconclusive. Unless noted, % is set by controls: 0 for no effect and ±100 for the full control effect; potency is the fitted concentration of half-maximal effect.

mol,N370S GC,TDP1 block,FEN1 inh
O=C(COC(=O)CSc1nnc(-c2ccc(Cl)cc2)o1)Nc1cc(Cl)ccc1Cl,-4%,·,4%
Cc1nc2c(c(C)nn2-c2ccccc2)c(C)c1CCC(=O)NCCc1ccccc1,·,0%,-1%
CCc1cc(C(=O)c2ccc(OC)cc2)c(NC(=O)CC(C)(C)CC(=O)O)s1,-9%,·,-11%
COc1ccc2[nH]c(=O)c(CN(CCN(C)C)C(=O)NCc3ccccc3)cc2c1,-2%,2%,6%
CN1CCN(C(=S)Nc2cc(S(=O)(=O)N3CCOCC3)ccc2Cl)CC1,-9%,0%,5%
COC(=O)N1CN(C(=O)OC)CN(C(=O)OC)C1,7%,4%,2%
Cc1cc(NC(=O)CCCN2C(=O)/C(=C/c3ccccc3Cl)SC2=S)no1,5%,2%,-3%
CC(C)[C@H](NC(=O)N1CCn2c1nc1ccccc12)C(=O)NCc1ccc2c(c1)OCO2,-1%,2%,-19%
O=S(=O)(c1ccc(Cl)cc1)N1CCN(C(=S)Nc2ccc(F)c(Cl)c2)CC1,-9%,5%,-24%
Cn1c(N)c(C(=O)CSc2nc3ccccc3c(=O)n2CCCN2CCOCC2)c(=O)n(C)c1=O,-2%,5%,1%
Cc1cc(Cl)c(S(=O)(=O)N2CCN(c3ccc(F)cc3)CC2)cc1OCC(N)=O,-28%,4%,13%
O=C(CSc1nc2ccccc2c(=O)n1-c1ccc(F)cc1)Nc1ccc2c(c1)CCC2,?,2%,0%
CCC(C)[C@H](NC(=O)C1CC(=O)N(c2ccc3c(c2)OCCO3)C1)C(=O)NC1CCCC1 (stereo not given in full),-3%,6%,21%
O=S(=O)(c1cccc(Cl)c1)N1CCC(c2nc3ccccc3[nH]2)CC1,?,1%,8%
O=C(c1ccc([N+](=O)[O-])cc1[N+](=O)[O-])N1CCCC1,-3%,-5%,-1%
O=C(c1ccccc1)c1ccc(Oc2ccc(C(=O)O)c(C(=O)O)c2)cc1,3%,·,18%
CN(CCO)C(=O)c1ccc(-c2nn(C)c(=O)c3ccccc23)cc1,0%,0%,-4%
O=C(Oc1coc(CSc2nnc(NC(=O)C3CC3)s2)cc1=O)c1ccccc1,6%,3%,4%
Cc1ccccc1NC(=O)C(C)SCc1ccccc1 (stereo not given),-4%,2%,-3%
COc1ccccc1N1CCN(C(=O)C(F)F)CC1,-5%,4%,3%
COc1ccc(-c2cnc(C)o2)cc1S(=O)(=O)Nc1ccc(F)cc1F,·,4%,0%
CCN1CCN(CCCNC(=O)CCc2nc(-c3ccc(OC)cc3)no2)CC1,-13%,-3%,8%
CC/S(CC1CC1(Cl)Cl)=N\S(=O)(=O)c1ccc(C)cc1 (stereo not given),5%,2%,2%
CCCOc1ccc(CNC(=S)NCc2ccc(OC(C)C)cc2)cc1,-1%,-3%,-3%
O=C(NC(Cc1ccccc1)C(=O)O)/C(=C\c1ccc(F)cc1)NC(=O)c1ccco1 (stereo not given),-16%,8%,15%

Next part, overlapping the part above by 7 compounds.
mol,N370S GC,TDP1 block,FEN1 inh
Cc1ccccc1NC(=O)C(C)SCc1ccccc1 (stereo not given),-4%,2%,-3%
COc1ccccc1N1CCN(C(=O)C(F)F)CC1,-5%,4%,3%
COc1ccc(-c2cnc(C)o2)cc1S(=O)(=O)Nc1ccc(F)cc1F,·,4%,0%
CCN1CCN(CCCNC(=O)CCc2nc(-c3ccc(OC)cc3)no2)CC1,-13%,-3%,8%
CC/S(CC1CC1(Cl)Cl)=N\S(=O)(=O)c1ccc(C)cc1 (stereo not given),5%,2%,2%
CCCOc1ccc(CNC(=S)NCc2ccc(OC(C)C)cc2)cc1,-1%,-3%,-3%
O=C(NC(Cc1ccccc1)C(=O)O)/C(=C\c1ccc(F)cc1)NC(=O)c1ccco1 (stereo not given),-16%,8%,15%
COCC1CCCCN1Cc1cn[nH]c1-c1ccc2cc(OC)ccc2c1 (stereo not given),-10%,0%,14%
CCOc1ccccc1CNC(=O)Cn1nc(N2CCN(c3ccccc3)CC2)ccc1=O,·,-8%,18%
O=C(Cc1ccccc1)N[C@@H]1c2ccccc2CC[C@@H]1OCc1ccccc1,·,-2%[56.1 µM],-6%
COc1cc2c(cc1OC)CN(S(=O)(=O)c1ccccc1F)CC2,-7%,·,5%
O=C(NCCOc1ccc(Cl)cc1)c1ccc2c(c1)OCCO2,·,-1%,-17%
COc1ccc(-n2c(CNc3ccc(C)cc3)nnc2SCc2ccccc2)cc1,1%,-5%,-1%
Cc1ccc(-n2c(SCC(=O)NCCC3=CCCCC3)nc3n[nH]c(C)c3c2=N)cc1Cl,-15%,1%,-9%
C/C(=N/NC(=O)c1ccc2c(c1)OCO2)c1ccc(NC(=O)C(F)(F)F)cc1,4%,1%,-8%
COC(=O)Cc1cc(=O)oc2c(C)c(O)ccc12,?,-2%,-7%
Cc1cc2cc(CN(Cc3nnnn3C3CCCCC3)CC3CCCO3)c(=O)[nH]c2cc1C (stereo not given),2%,4%,-15%
CC(=O)c1ccc(NC(=O)c2nn(C)c3c2COc2ccccc2-3)cc1,·,11%,-1%
CCOc1cc(/C=N/NC(=O)Cn2nc([N+](=O)[O-])cc2C)cc(Br)c1OCc1ccccc1C,5%,4%,-10%
CCn1c(CNC(=O)c2ccccc2OC)nnc1SCC(=O)c1ccc(F)cc1,-2%,7%,-8%
COc1ccc(Cl)cc1NC(=O)c1cnc(N2CCCCC2)c2ccccc12,·,-10%,0%
Cc1ccc(NC(=O)Cn2c(=O)n(CCCCC(=O)NCCc3ccccc3)c(=O)c3ccccc32)c(C)c1,·,3%,21%
O=Cc1ccc(O)c(O)c1,4%,-5%,-12%
O=C(Nc1nnc(-c2ccc(Cl)cc2)o1)c1ccccc1Br,0%,10%,13%
CCOc1ccc(N(CC(=O)Nc2ccc(OC)cc2)S(=O)(=O)c2c(C)[nH]c(=O)[nH]c2=O)cc1,?,-5%,-2%
COc1ccccc1-c1nnc(SCC(=O)NNC(=O)c2ccccc2F)n1C,·,0%,-5%
CCOC(=O)c1c(C)[nH]c(C(=O)C(C)OC(=O)c2ccc(NC(=O)CC#N)cc2)c1C (stereo not given),·,5%,-25%
CCc1nn(CCCC(=O)NCc2cc(Br)ccc2OC)c(=O)c2cc3occc3n12,-5%,1%&2%,-19%&-25%
O=C(COc1ccc([N+](=O)[O-])cc1)Nc1nc2c(s1)CCCC2,·,-5%,8%
O=C(Nc1ccccc1)OCCN1CCN(Cc2ccccc2)CCC1=O,?,-5%,-20%
CCc1c(O)nc(N2CCN(Cc3ccccc3)CC2)[nH]c1=O,5%,4%,13%
COc1ccccc1NS(=O)(=O)c1cccc(C(=O)N/N=C/c2ccc(NC(C)=O)cc2)c1,-6%,0%,-8%
Cc1ccc(NC(=O)C(=O)NCC(c2ccc3c(c2)OCO3)N2CCN(C)CC2)c(C)c1 (stereo not given),·,3%,-9%
Nc1c(C(=O)NCc2ccc3c(c2)OCO3)nnn1CC(=O)Nc1ccc(Br)cc1,-2%,-2%&7%,-5%&13%
COc1cc(C2Nc3ccc4ccccc4c3C3=C2C(=O)CC(C)(C)C3)ccc1OCC(=O)O (stereo not given),?,·,14%
CN(CC(=O)Nc1cccc(F)c1)C(=O)c1ccc(N2CCCCC2)c([N+](=O)[O-])c1,-4%,·,-14%
O=S(=O)(NCc1csc(-c2ccccc2)n1)c1cccc(F)c1,·,3%,4%
Cc1nc(N2C(=O)c3oc4ccccc4c(=O)c3C2c2ccccc2F)sc1C (stereo not given),·,-3%,17%
Cc1ccccc1Nc1nc(N)c(C(=O)c2ccccc2Cl)s1,·,11%,2%
COc1cccc(-c2c3c([nH]c(=O)c2C#N)CCc2cc(OC)ccc2-3)c1,-6%,·,1%
COc1ccc(/C=N/NS(=O)(=O)c2ccc(C)cc2)cc1,2%,·,-4%
CCOC(=O)c1cccc(NC(=S)N2CCN(c3ncc4c(=O)c(C(=O)O)cn(CC)c4n3)CC2)c1,-13%,5%,2%
O=C(CCCCCn1c(=S)[nH]c2ccc(N3CCOCC3)cc2c1=O)NCc1ccccc1Cl,-6%,1%,4%
CC(O)[C@H]1CNC(=O)C(=O)N1CCC12CC3CC(CC(C3)C1)C2 (stereo not given in full),1%,-1%,-1%
Cc1nnc(N2CCCC(C(=O)Nc3cc(F)ccc3F)C2)c2nn(-c3ccccc3)c(C)c12 (stereo not given),-3%,1%&6%,-19%&-5%
CCOCCCNC(=O)c1cc2c(-c3ccc(OC)c(OC)c3)nn(C)c2s1,·,0%,?
CCCCNc1ncnc2c1cnn2-c1ccc(Cl)cc1,22%,3%,16%
CCCCNC(=O)COC(=O)c1cc(S(=O)(=O)N2CCCCCC2)ccc1OC,3%,10%,12%
COc1ccc(OC)c(C2CC(=O)c3c([nH]c(C(=O)OCc4ccc(C)cc4)c3C)C2)c1 (stereo not given),·,0%[12.3 µM],-17%
Cc1ccc(CN2CCNC2=O)cc1,-12%,0%,-13%
O=C(COc1ccc(Br)cc1)N(Cc1cccs1)C1CCS(=O)(=O)C1 (stereo not given),-7%,1%,-20%
CCCCn1c(=O)[nH]c(=O)c2c(C(=O)OCC)cc(-c3ccc(OC(F)F)cc3)nc21,4%,6%,-13%
Cc1ccc(-c2nnc3ccc(SCC(=O)N4CCc5ccccc54)nn23)cc1,7%,1%,15%
O=C(OCC(=O)N1CCOCC1)c1ccc[nH]c1=O,5%,-4%,-6%
O=c1[nH]c(CSc2ccccn2)nc2ccccc12,?,3%,11%
COc1cc(OC)c(NC(=O)c2csc(C)c2)cc1Cl,-6%,-1%,-14%
CN=c1scc(-c2ccc(F)cc2)n1/N=C/c1ccc(O)c(O)c1,7%,11%,-12%

Structural class: the compounds so far containing a furan ring, fused or not (two)
mol,N370S GC,TDP1 block,FEN1 inh
O=C(NC(Cc1ccccc1)C(=O)O)/C(=C\c1ccc(F)cc1)NC(=O)c1ccco1 (stereo not given),-16%,8%,15%
CCc1nn(CCCC(=O)NCc2cc(Br)ccc2OC)c(=O)c2cc3occc3n12,-5%,1%&2%,-19%&-25%

The list continues:
mol,N370S GC,TDP1 block,FEN1 inh
O=C(COC(=O)c1cc([N+](=O)[O-])ccc1NCc1ccccc1)NC1CCCc2ccccc21 (stereo not given),-2%,0%,-4%
O=[N+]([O-])c1ccc(-c2nc(C(Cl)Cl)c3ccccc3n2)cc1,1%,·,-3%
CCOC(=O)C(C)n1cnc2c(nnn2Cc2ccc(Cl)cc2)c1=O (stereo not given),2%,4%,0%
O=c1c2cc(Cl)ccc2nc(-c2ccccc2)n1O,-5%,6%,-2%
CC1C/C(=N\NC(=S)NCc2ccccc2)CC(C)(C)C1 (stereo not given),·,-8%,0%
Cn1c(NCc2cccs2)nc2ccccc21,-4%,4%,-10%
CCCCCCNCc1cccc(Br)c1,-20%,0%,-12%
Cc1nc(N2CCOCC2)c2c(C(=O)Nc3cccc(C(F)(F)F)c3)c(C)oc2n1,·,0%,16%
COc1ccc(C[C@](C)(N)C(=O)O)cc1OC,-2%,·,3%
CSc1ccc(-c2nnn(Cc3ccc(Br)cc3)n2)cc1,10%,-8%,4%
Cc1ccc(N2C(=O)CN(Cc3ccccc3)C2=S)cc1C,-6%,·,-2%
COC(=O)CNC(=O)C(C)(C)Oc1ccc(Cl)cc1,13%,6%,0%
O=C(CCC1CCN(C(=O)c2cncs2)CC1)Nc1ccccc1,5%,3%,-1%
Cc1cc(C)cc(Nc2ncc3c(n2)CC(c2ccco2)CC3=O)c1 (stereo not given),-10%,8%,12%
CC(=O)c1ccc(S(=O)(=O)N2CCCc3ccccc32)cc1,-15%,·,5%
COc1ccc(CCN2CC(C(=O)NCCc3ccc(F)cc3)CCC2=O)cc1 (stereo not given),-21%,3%,2%
CN=C(Nc1ccccc1OC)SC1CC(=O)N(c2ccc(C(=O)OC)cc2)C1=O (stereo not given),-8%,7%,-9%
N#CCSc1nnc(-c2ccccc2)c(-c2ccccc2)n1,10%,4%,-16%
O=C(CCC(=O)Nc1ccccc1)N/N=C/C=C/c1ccccc1,-7%,3%,8%
Cc1nn(-c2ccccc2)c(N)c1C(O)(CSc1nccn1C)C(F)(F)F (stereo not given),7%,3%,-11%
CCOC(=O)C1(CCCc2ccccc2)CCN(CC(O)CO)CC1 (stereo not given),7%,9%,-3%
